PAFAH1B2 inh: PAFAH1B2 enzyme inhibitors, primary screen, biochemical, fluorescence polarization, human. Platelet-activating factor acetylhydrolase IB subunit alpha2 (Homo sapiens), P68402. recombinant PAFAH1B2, FP-rhodamine activity probe. inhibition, % at 3.39 µM. 1.2% of 340,000 active. AID 492953, 2010;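 active = inhibition above the mean of all tested compounds plus 3 SD, cut at about 24% in these data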;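 also: 0% = enzyme with DMSO and 100% = wells lacking PAFAH1B2; many of its hits are not listed in these tables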
LYPLA2 inh: LYPLA2 inhibitors, primary screen, counter-screen for PME1 inhibitor project, biochemical, fluorescence polarization, FP-Rh probe ABPP. 0.38% of 320,000 active. recombinant LYPLA2. Acyl-protein thioesterase 2 (Homo sapiens), O95372. inhibition, % at 5.9 µM;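 active = inhibition above the screen-wide mean plus 3 SD, limit set per campaign, cut at about 26% in these data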;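 also: 0% = LYPLA2 with DMSO and 100% = wells lacking LYPLA2 enzyme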
Target sequence (O95372 whole entry, looked up): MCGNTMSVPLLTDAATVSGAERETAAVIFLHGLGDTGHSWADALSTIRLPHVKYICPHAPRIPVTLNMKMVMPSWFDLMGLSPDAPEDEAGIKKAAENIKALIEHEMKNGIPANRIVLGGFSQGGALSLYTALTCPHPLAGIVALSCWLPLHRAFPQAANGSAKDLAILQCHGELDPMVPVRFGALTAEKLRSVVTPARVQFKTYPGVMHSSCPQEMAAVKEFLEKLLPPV
GSTO1 counter: inhibitors of recombinant GSTO1, primary screen, counter-screen for RBBP9 inhibitor project, biochemical, fluorescence polarization; 1.1% of 300,000 active; inhibition, % at 5.96 µM; activity-based probe fluorescence polarization; Glutathione S-transferase omega-1 (Homo sapiens), P78417;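 active = inhibition above the campaign mean inhibition plus 3 SD, cut at about 35% in these data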;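 also: 0% = GSTO1-1 with DMSO and 100% = wells lacking GSTO1-1 enzyme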
Target sequence (P78417 whole entry, looked up): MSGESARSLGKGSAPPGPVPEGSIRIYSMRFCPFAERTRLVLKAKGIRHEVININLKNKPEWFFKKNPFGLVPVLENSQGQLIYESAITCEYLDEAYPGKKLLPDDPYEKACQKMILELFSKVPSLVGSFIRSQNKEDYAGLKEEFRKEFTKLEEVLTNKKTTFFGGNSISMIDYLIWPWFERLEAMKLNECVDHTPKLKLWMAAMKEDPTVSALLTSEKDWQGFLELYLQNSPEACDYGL
LYPLA1 counter: LYPLA1 inhibitors, primary screen, counter-screen for PME1 inhibitor project, biochemical, fluorescence polarization, FP-Rh probe ABPP. Acyl-protein thioesterase 1 (Homo sapiens), O75608. recombinant LYPLA1. inhibition, % at 5.9 µM. 0.16% of 320,000 active. AID 2174, 2009;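 active = inhibition above the mean of all tested compounds plus 3 SD, set per campaign, cut at about 14% in these data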;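 also: inhibitors block serine hydrolase probe labeling of LYPLA1 so polarization falls; 0% = enzyme with DMSO and 100% = wells lacking LYPLA1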
Target sequence (O75608 whole entry, looked up): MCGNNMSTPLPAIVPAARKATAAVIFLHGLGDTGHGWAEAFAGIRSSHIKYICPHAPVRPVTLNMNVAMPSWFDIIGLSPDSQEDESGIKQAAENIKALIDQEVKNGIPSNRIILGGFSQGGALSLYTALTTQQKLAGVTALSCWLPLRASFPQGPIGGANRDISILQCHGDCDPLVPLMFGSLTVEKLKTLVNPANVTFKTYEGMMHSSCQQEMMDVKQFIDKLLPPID
PAFAH1B3 FP inh: PAFAH1B3 enzyme inhibitors, primary screen, biochemical, fluorescence polarization, human | Platelet-activating factor acetylhydrolase IB subunit alpha1 (Homo sapiens), Q15102 | recombinant PAFAH1B3, FP-rhodamine probe | 0.28% of 340,000 active | inhibition, % at 3.39 µM | AID 492972, 2010;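 active = inhibition above the screen-wide average of all tested compounds plus 3 SD, cut at about 25% in these data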;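 also: 0% = enzyme with DMSO only and 100% = wells lacking PAFAH1B3 protein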
Target sequence (Q15102 whole entry, looked up): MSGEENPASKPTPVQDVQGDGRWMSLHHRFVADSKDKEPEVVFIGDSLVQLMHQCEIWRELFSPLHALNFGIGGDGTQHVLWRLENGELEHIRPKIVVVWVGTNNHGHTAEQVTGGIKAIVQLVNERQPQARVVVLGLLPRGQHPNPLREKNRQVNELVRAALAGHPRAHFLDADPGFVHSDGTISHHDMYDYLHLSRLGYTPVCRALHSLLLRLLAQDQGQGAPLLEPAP
PAFAH2 inh: PAFAH2 enzyme inhibitors, primary screen, biochemical, fluorescence polarization, human; Platelet-activating factor acetylhydrolase 2, cytoplasmic (Homo sapiens), Q99487; recombinant PAFAH2, FP-rhodamine activity probe; inhibition, % at 3.39 µM; 0.99% of 340,000 active; AID 492956, 2010;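 active = inhibition above the mean over all tested compounds plus 3 SD, cut at about 30% in these data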;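 also: inhibitors block probe labeling of enzyme so polarization drops; 0% = enzyme with DMSO and 100% = wells lacking PAFAH2 protein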
pPAFAH inh: pPAFAH enzyme inhibitors, primary screen, biochemical, fluorescence polarization, human | inhibition, % at 3.39 µM | 1.5% of 330,000 active | Platelet-activating factor acetylhydrolase (Homo sapiens), Q13093 | recombinant pPAFAH, FP-rhodamine probe fluorescence polarization | AID 463082, 2010;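 active = inhibition above the mean inhibition across the screen plus 3 SD, cut at about 25% in these data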;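 also: inhibitors block binding of the rhodamine activity-based probe so polarization drops; 0% = enzyme with DMSO and 100% = wells lacking pPAFAH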
PAD4 FP inh: human PAD4 inhibitors, primary screen, biochemical, fluorescence polarization, 1536-well format; inhibition, % at 6.36 µM; AID 485272, 2010; Protein-arginine deiminase type-4 (Homo sapiens), Q9UM07; 0.41% of 330,000 active; recombinant PAD4, RCA probe fluorescence polarization;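 active = percent inhibition above a cutoff equal to the mean of all tested compounds plus 3 SD, cut at about 15% in these data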;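 also: 0% = PAD4 with RCA probe and DMSO and 100% = probe without PAD4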
PREPL inhibitor: PREPL enzyme inhibitors, primary screen, biochemical, fluorescence polarization. AID 2751, 2010. recombinant PREPL, fluorescence polarization activity-based probe. inhibition, % at 5.96 µM. 0.68% of 320,000 active. Prolyl endopeptidase-like (Homo sapiens), Q4J6C6; in the data active = inhibition above about 43%;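 also: 0% = enzyme with DMSO and 100% = wells lacking enzyme; many of its hits are not listed in these tables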
* = called active by the depositor; . = no result given. The list is partial, so the mix of outcomes need not match the whole.

mol	PAD4 FP inh	LYPLA1 counter	PREPL inhibitor	PAFAH1B2 inh	GSTO1 counter	LYPLA2 inh	PAFAH1B3 FP inh	pPAFAH inh	PAFAH2 inh
CC1=[N+](C)N(c2ccccc2)C(=O)C1N=Cc1c(Cl)cccc1Cl (stereo unspecified)	1.1	-4.6	-7.8	4.8	3.0	-1.9	-5.7	-1.1	0.8
COc1ccc(C(=O)NNC(=O)COc2ccc(Cl)cc2)c(OC)c1	-4.3	-0.3	-6.7	8.5	2.4	-3.7	6.3	0.3	3.2
COc1ccc(-c2cc(C(=O)NCc3ccc(Cl)cc3)no2)cc1OC	-1.2	-0.2	19.2	0.3	-2.2	-1.9	-4.1	5.0	-1.7
CCN1CCn2c1nc(N1CCOCC1)nc2=O	-1.0	0.1	5.1	8.6	1.2	0.7	10.2	-0.4	-3.1
CN(Cc1nc(-c2ccncc2)no1)S(=O)(=O)c1ccc(Br)cc1	4.4	5.3	-28.6	18.4	0.0	37.2*	1.9	-3.1	6.5
COc1ccc(NC(=O)c2c(N)no[n+]2[O-])c(OC)c1	-3.7	1.1	17.6	1.1	16.0	0.9	11.5	-1.1	3.7
CCOC(=O)C1(CCOc2ccccc2)CCN(CC=C(C)C)CC1	-7.8	4.4	-14.1	1.0	-1.3	1.9	5.0	-3.2	4.3
CCOc1ccc(CSC2=NCCN2)cc1[N+](=O)[O-]	4.5	1.5	0.3	-0.4	-0.9	6.2	5.5	-1.6	-0.1
Cc1nn(CC(=O)Nc2ccc(Cl)cn2)c(C)c1[N+](=O)[O-]	3.7	5.3	8.7	3.1	1.0	5.8	-3.7	3.0	4.4
CCOC(=O)C1CCCN(c2c(NCc3ccco3)c(=O)c2=O)C1 (stereo unspecified)	-0.7	1.4	-2.1	8.2	0.8	1.8	3.0	4.0	5.0
CCSc1nc(N)c2c3c(sc2n1)CN(C)CC3	-2.4	-2.7	25.4	.	4.5	-6.8	.	8.8	.
N/C(=N\OC(=O)c1ccc(Cl)cc1)c1ccc(Cl)cc1	-0.5	-0.2	-10.8	-3.5	0.6	-6.9	3.9	4.6	1.6
COc1ccc(NC(=O)c2cccnc2Sc2ccccc2)c(OC)c1	-6.3	6.2	3.8	-1.7	-0.3	5.0	4.5	3.2	-2.2
CCOC(=O)CNC(=O)Cn1cnc2sc(C)c(S(=O)(=O)N3CCC(C)CC3)c2c1=O	-1.3	-0.4	1.3	0.8	5.3	3.8	5.6	5.6	-7.3
Cc1ccc2c3c(c(SCC(=O)Nc4nonc4C)nc2c1)CCCC3	-6.9	1.9	10.6	3.0	5.6	3.6	-0.2	5.9	2.9
COc1ccc(CNC(=O)CCS(=O)(=O)c2ccc3c(c2)CCN3C(C)=O)cc1	-5.0	-4.8	6.0	2.6	4.9	-1.6	7.0	4.2	3.3
NS(=O)(=O)c1ccc(CCNC(=O)C(=O)Nc2cc3c4c(c2)CC(=O)N4CCC3)cc1	4.0	-1.1	30.5	1.0	16.1	4.3	2.3	6.9	1.5
COc1cc2c(cc1OC)CN(C(=O)Cc1ccccc1)CC2	-7.6	-1.1	-2.7	1.5	-0.9	-4.6	5.2	-2.0	8.0
Cc1oc(-c2ccccc2Cl)nc1Cn1cccc1C1=NC(c2ccccc2)CO1 (stereo unspecified)	-2.8	-1.9	-31.9	2.9	5.4	0.9	6.9	1.8	7.2
Cc1ccc(C(=O)NCc2ccco2)o1	2.8	-0.1	-0.1	-1.7	-2.7	-7.7	-1.2	5.2	5.5
COc1ccc2ccccc2c1CN(C)Cc1ccccc1	-0.5	2.9	-0.7	4.6	2.2	-0.5	0.1	5.5	-6.2
Cc1nc(Oc2ccccc2)c2oc3ccccc3c2n1	0.2	-1.6	6.7	-2.5	-1.8	-1.4	8.3	-0.5	4.0
O=C(Cc1cc(=O)oc2cc(O)ccc12)N[C@@H](Cc1c[nH]c2ccccc12)C(=O)O	-3.1	5.3	-11.9	7.3	3.1	1.1	8.9	9.2	6.4
CCN1CCN(C2CC(=O)NC2=O)CC1 (stereo unspecified)	3.7	5.6	10.0	.	5.6	6.0	.	4.9	.
O=C1NC(=O)C(Cc2c[nH]c3ccccc23)N1 (stereo unspecified)	-3.6	0.4	-7.3	2.4	6.3	6.9	4.2	0.8	-4.6
Cc1cc([N+](=O)[O-])nn1CC(=O)N/N=C/c1ccccc1Br	4.0	4.8	39.0	1.8	-3.3	11.6	-0.3	11.6	-4.5
Cc1cc(C)c(S(=O)(=O)NC(CC(=O)O)c2cccc([N+](=O)[O-])c2)c(C)c1 (stereo unspecified)	-4.6	-1.9	11.4	5.6	0.1	5.1	3.7	4.0	3.3
COc1cccc(NS(=O)(=O)c2ccc3c(c2)C2C=CCC2C(c2ccc(C(=O)O)cc2)N3)c1 (stereo unspecified)	-8.9	-8.7	36.6	36.4*	2.4	-7.8	40.2*	61.0*	68.1*
CC(C)(C)NC(=O)CN(Cc1ccc2c(c1)OCO2)C(=O)CCC(=O)Nc1nccs1	-0.6	2.9	15.0	2.5	1.8	7.7	6.4	1.1	0.4
O=C(Nc1nc2ccc([N+](=O)[O-])cc2s1)C1CCCO1 (stereo unspecified)	-0.8	-0.9	-8.8	2.4	3.0	-3.8	-3.6	-0.5	5.0
O=C(CN1CCc2ccccc2C1)Nc1ccc(OC(F)(F)F)cc1	4.3	1.3	-28.8	2.4	15.4	7.7	-1.0	-3.1	-7.7
C=CCn1c(CCc2ccc(OC(C)C)cc2)n[nH]c1=S	-9.0	0.7	3.3	4.7	1.4	2.6	9.9	2.0	0.3
Cc1ccc(S(=O)(=O)N2CCCCC2CCNC(=O)C(=O)NC2CC2)cc1 (stereo unspecified)	4.0	-1.6	-12.5	0.5	7.8	1.9	10.0	3.0	11.1
Cc1c(C(=O)N2CCCCC2)c(S(=O)(=O)Nc2cccc(Br)c2)c(C)n1C	6.4	0.8	10.9	-0.3	-8.9	5.8	1.6	3.7	12.7
CCCCOc1ccc(-c2nnc(-c3ccco3)o2)cc1	4.7	-0.2	11.8	3.1	-2.8	7.7	-1.5	2.1	-7.1
O=S(=O)(Cc1cc(N2CCOCC2)nc(-c2ccccn2)n1)c1ccccc1	-0.9	0.3	1.5	-0.7	9.3	-3.5	3.9	4.8	-2.3
N#C/C(=N\Nc1ccc(F)cc1)C(=N)N1CCCCCC1	0.1	0.4	22.5	7.9	-1.7	7.8	12.6	6.4	2.7
COc1ccc(C(=O)Nc2ccc(Cl)c(S(=O)(=O)Nc3ccccc3OC)c2)cc1	1.5	-33.5	11.0	-7.3	-23.2	-48.0	-6.6	-12.7	-43.7
O=C(C1=COCCO1)N1CCN(S(=O)(=O)c2cccc(Cl)c2Cl)CC1	-0.9	2.5	1.6	2.0	-1.2	2.4	6.0	5.0	-26.7
CN(C)CCCOC(=O)c1cc2ccccc2o1	1.6	4.8	6.8	-2.1	9.7	6.8	7.7	2.5	0.9
COCCCNC(=S)NNC(=S)Nc1ccccc1	3.4	0.5	1.0	.	-1.3	9.3	.	8.4	.
COc1ccc([N+](=O)[O-])cc1NC(=O)C(C)Sc1ccc(C)cc1 (stereo unspecified)	6.2	-0.4	15.7	19.3	-4.5	5.2	9.3	-0.1	6.5
NS(=O)(=O)c1ccc(F)c(C(=O)O)c1	0.1	-5.0	-1.8	-3.2	-6.0	0.6	5.5	3.0	-8.2
COc1ccc(NC(=S)Nc2ccc3nc(C)c(C)nc3c2)cc1	-4.3	2.7	7.6	4.2	-1.4	5.6	7.4	0.6	3.9
Cc1ccc(S(=O)(=O)N2CCC(C(=O)N3CCC(C(=O)NCC4CCCO4)CC3)CC2)cc1 (stereo unspecified)	-4.6	2.7	-3.1	6.8	2.1	1.1	10.8	-1.6	2.4
Cc1ccc(S(=O)(=O)N2CCN(C(=O)Cn3nc(C)c([N+](=O)[O-])c3C)CC2)c(C)c1	1.2	4.0	10.3	1.1	2.7	8.3	10.4	-3.6	-2.9
O=C(COC(=O)c1ccc(-c2ccccc2)cc1)Nc1ccccc1-c1ccccc1	4.6	-0.2	7.2	0.8	-6.2	-4.6	3.4	1.8	12.1
CC(=O)c1ccc(NC(=O)C(C)OC(=O)C(C)Oc2cccc(C)c2)cc1 (stereo unspecified)	-0.1	-0.4	17.0	-3.6	8.4	3.9	1.7	1.5	-4.5
c1ccc2sc(N3CCOCC3)nc2c1	-5.6	-1.2	-1.1	4.7	-0.2	8.2	-0.3	1.9	-1.8
Cc1c(NC(=O)C(=O)/C=C(\O)c2ccc(Br)cc2)c(=O)n(-c2ccccc2)n1C	-3.6	2.1	5.8	-0.4	9.0	-2.4	3.1	1.3	5.4
CCC(CC)C(=O)NCCc1ccc(OC)c(OC)c1	-3.4	2.5	15.2	5.4	-0.7	5.8	7.3	0.2	-1.7
Cc1cc(C)c2oc(=O)cc(CN3CCN(Cc4ccccc4)CC3)c2c1	-3.0	-4.4	-8.9	2.9	5.0	-11.5	7.4	1.9	-0.3
CN(C)CCOCCOc1ccc(Cl)c2ccccc12	1.6	-2.6	-48.5	0.9	4.3	-9.4	3.6	-4.5	0.0
COc1cc2c(cc1OC)CN(Cc1cc(=O)n3c(-c4ccccc4)csc3n1)CC2	-13.9	-1.8	7.2	1.0	9.0	1.9	4.2	5.9	6.2
C[N+]1(C)CC2([N+](=O)[O-])CC=C(Oc3ccccc3)C([N+](=O)[O-])(C2)C1 (stereo unspecified)	0.1	-3.3	-49.7	-1.8	5.4	-1.1	1.6	-6.7	-2.4
O=C(COc1ccccc1)NC1CCSC1=O (stereo unspecified)	1.5	-0.7	-3.4	0.3	-6.1	-2.9	0.8	4.0	-0.4
O=C(OCCCc1cc2ccccc2c(=O)o1)c1ccco1	0.6	2.9	10.9	3.3	.	4.2	-6.8	1.0	22.6
O=C(O)COc1ccc(S(=O)(=O)NCCc2ccccc2)cc1	0.6	-2.3	-16.4	20.2	8.8	5.9	5.2	6.8	8.2
CC1CN(CCCCN2C(=O)c3ccccc3C2=O)CC(C)O1 (stereo unspecified)	-1.0	-6.8	17.9	0.6	16.5	-4.5	1.7	-6.3	2.9
Oc1ccc2ccc3[nH]cnc3c2c1	-0.4	0.3	16.9	1.4	-8.1	-0.8	-1.9	-2.0	-1.6

Assay outcomes as filed in PubChem BioAssay.
